# aSyn yeast inh – inhibitors of alpha-synuclein toxicity in yeast; Yeast expressing alpha-synuclein, growth rescue, BacTiter-Glo, 24 h; Potency, µM (highest dose often 46.1 µM), inactives show top-dose growth rescue (activation), hits mostly activators; 0.14% of 370,000 active; note: potency is the fitted concentration of half-maximal effect; % of control where 0% means no effect; nearly all actives have a fitted effect of over 65% in size
#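 Screening used galactose-induced yeast with toxic alpha-synuclein levels, exposed to compound for 24 hr at 30 deg C. Cell growth, read with BacTiter-Glo luminescence, gave the measured signal.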
# PTHR1 ag – activates the human parathyroid hormone receptor PTHR1; Potency, µM (titrated, usually from 115 µM), for inactives: at the top dose activation, hits mostly activators; Q03431; 0.075% of 410,000 active; HEK293 GP2 PTHR1 cells, GloSensor cAMP luminescence, 1 h; note: potency is the fitted concentration of half-maximal effect; nearly all actives have a fitted effect of over 55% in size; some results filed as inactive show a strong effect at the top dose; inactives centre near -15; many of its hits are not listed in these tables
# Target sequence (Q03431 whole entry, looked up): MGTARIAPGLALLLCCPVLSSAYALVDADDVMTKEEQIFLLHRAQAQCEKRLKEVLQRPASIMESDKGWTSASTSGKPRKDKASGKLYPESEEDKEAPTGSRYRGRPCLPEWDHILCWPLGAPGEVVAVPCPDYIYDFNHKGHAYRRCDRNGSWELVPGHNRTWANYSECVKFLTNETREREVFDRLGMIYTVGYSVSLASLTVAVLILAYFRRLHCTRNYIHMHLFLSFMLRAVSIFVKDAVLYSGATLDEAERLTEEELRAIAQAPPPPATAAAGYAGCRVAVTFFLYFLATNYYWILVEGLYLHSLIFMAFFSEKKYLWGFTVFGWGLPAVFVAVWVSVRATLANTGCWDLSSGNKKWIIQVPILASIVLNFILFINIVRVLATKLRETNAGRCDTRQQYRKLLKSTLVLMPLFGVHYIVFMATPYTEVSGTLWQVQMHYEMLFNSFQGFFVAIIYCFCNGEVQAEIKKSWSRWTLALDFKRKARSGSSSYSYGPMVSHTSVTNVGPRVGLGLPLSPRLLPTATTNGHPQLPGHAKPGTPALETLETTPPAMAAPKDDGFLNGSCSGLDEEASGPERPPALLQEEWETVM
#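 HEK-293-derived GP2 cells expressing PTHR1 and a GloSensor cAMP reporter, 3,000/well, plated overnight, given luciferin plus IBMX (each 0.5 mM as added) for 1 h at 37 °C, then compound for 1 h at 37 °C. Luminescence was read after 15 min at room temperature.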
# DRD3 antagonist – antagonists of human D3 dopamine receptor; P35462; D3R cells, DiscoveRx beta-arrestin luminescence, antagonist mode; active compounds read low; max response, negative = inhibition, %; AID 652054; 2.5% of 360,000 active; in the data active = max response below about -50%; inconclusive = no clear call, values can overlap the other calls; note: % is set by controls: 0 for no effect and ±100 for the full control effect; mostly tested at two doses, the higher about 12 µM
#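 Cells expressing the human receptor were seeded at 1500 cells/well, incubated overnight at 37 degrees C in 5% CO2, then exposed to library compounds with dopamine controls for 90 minutes at 37 degrees C before luminescent detection.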
# GLP-1R inv ag – acts as inverse agonist at human GLP-1 receptor; HEK293 GLP-1R CRE-luciferase, luminescence, 24 h; GLP-1R form is constitutively active; 1.6% of 410,000 active; P43220; AID 624417; Potency, µM (titrated, usually from 38.3 µM), for inactives: at the top dose activity change, negative = inhibition, most hits filed as inhibitors; note: potency is the fitted concentration of half-maximal effect; % is set by controls: 0 for no effect and ±100 for the full control effect; nearly all actives have a fitted effect of over 55% in size
# Target sequence (P43220 whole entry, looked up): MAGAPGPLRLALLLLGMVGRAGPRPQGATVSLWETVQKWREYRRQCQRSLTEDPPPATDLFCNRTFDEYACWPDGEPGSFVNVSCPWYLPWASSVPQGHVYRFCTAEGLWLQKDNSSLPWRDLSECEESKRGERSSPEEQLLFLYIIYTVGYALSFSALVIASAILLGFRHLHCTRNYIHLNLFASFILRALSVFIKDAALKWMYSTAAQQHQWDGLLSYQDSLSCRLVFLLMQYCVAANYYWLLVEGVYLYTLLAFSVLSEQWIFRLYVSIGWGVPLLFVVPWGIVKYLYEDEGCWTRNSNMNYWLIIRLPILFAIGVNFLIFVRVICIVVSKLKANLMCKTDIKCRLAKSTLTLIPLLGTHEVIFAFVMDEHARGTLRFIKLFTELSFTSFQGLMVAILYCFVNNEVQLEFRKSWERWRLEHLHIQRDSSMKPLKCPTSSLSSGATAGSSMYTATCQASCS
#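 Using stably transfected HEK293 (constitutively active GLP-1R, cAMP-luciferase reporter), compounds were incubated 24 hr and luciferase measured by luminescence.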
# KB-V1 cytotox – KB-V1 MDR subline cytotoxicity; KB-V1 MDR cells viability, CellTiter-Glo, 72 h; Potency, µM (doses to about 46.1 µM), for the others: at the top dose activity change, negative = cytotoxicity, usual class: cytotoxic; 3.4% of 400,000 active; AID 1347076; note: potency is the fitted concentration of half-maximal effect; % is set by controls: 0 for no effect and ±100 for the full control effect; nearly all actives have a fitted effect of over 60% in size
#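 Cells of the MDR subline KB-V1 are plated, dosed with compound at multiple concentrations, and incubated 72 h at 37 degrees C; CellTiter-Glo is then added and luminescence read after 10 min.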
# HEK293 tox – cytotoxicity counter-screen for GLP-1 receptor inverse agonists; HEK293 cAMP-luciferase reporter cells, luminescence, 24 h; 0.13% of 410,000 active; Potency, µM (series often up to 38.3 µM), for the others: at the highest dose activity change, negative = inhibition, actives largely listed as inhibitors; AID 624418;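 note: loss of luciferase light is scored as toxicity; potency is the fitted concentration of half-maximal effect; % is set by controls: 0 for no effect and ±100 for the full control effect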
#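 To flag toxic compounds, the library was rerun on cells for 24 hr at 37 deg C and 5% CO2. Viability-linked luminescence was captured 12 min after adding luciferase detection reagent.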
# GLP1R ag – activates the human GLP-1 receptor; P43220; HEK293 GLP-1R CRE-luciferase, luminescence, 4-6 h; cells express a hypersensitive GLP-1R form; Potency, µM (series often up to 45.6 µM), for inactives: at the top dose activation, usual class: activators; 0.007% of 380,000 active; AID 624172; note: potency is the fitted concentration of half-maximal effect; % of control where 0% means no effect
# D3 ag – D3 dopamine receptor (human) agonism. D3R DiscoveRx beta-arrestin cells, luminescence, 90 min. 0.58% of 410,000 active. max activation, %. P35462; in the data active = max activation above about 30%; note: 0% is about no effect; mostly tested at two doses, the higher about 12 µM
#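 Agonist mode: compounds and dopamine controls were applied to plated cells for 90 min at 37 degrees C after an overnight attachment at 1500 cells/well. Luminescent read-out followed 30 - 60 minutes at room temperature with DiscoveRx detection reagent.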
# TDP43 rescue – inhibitors of TDP-43 toxicity in yeast; TDP-43 expressing yeast growth rescue, BacTiter-Glo, 24 h; Potency, µM (top dose mostly 46.1 µM), for the others: top-dose growth rescue (activation), hits mostly activators; 1.8% of 410,000 active; AID 652104; note: potency is the fitted concentration of half-maximal effect; % of control where 0% means no effect; nearly all actives have a fitted effect of over 50% in size
#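 Yeast expressing TDP-43 (pregrown in raffinose, seeded at OD600=0.02 in galactose medium) exposed to compounds 24 hr at 30 deg C. Growth read by BacTiter-Glo luminescence; rescue of toxicity appears as increased signal.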
# * hit, by the source's call; i = inactive; u = inconclusive; x = not tested or not shown; [ ] = remark or other dose. Unless noted, calls come from the whole dose curve; as a rule, active = well fitted curve in the direction sought with a large enough effect; inconclusive = small, poorly fitted or top-dose-only effect, or another doubt; inactive = no such curve, though single readings can be large; an effect the other way counts as inactive or inconclusive. The list is partial (hit frequency here may not be typical).
SMILES	DRD3 antagonist	TDP43 rescue	GLP1R ag	PTHR1 ag	GLP-1R inv ag	D3 ag	HEK293 tox	KB-V1 cytotox	aSyn yeast inh
CC1CCc2[nH]c3ccc(C(=O)N(C)CC(=O)Nc4ccc(F)cc4)cc3c2C1 (stereo not given)	2.3	5.4%	-0.5%	i	u	-6.5	0.8%	-29.5%	8.7%
O=C(C(=Cc1ccccc1)c1ccccc1)c1ccccc1	6.0	0.0%	-5.7%	-23.7%	u	22.3	10.8%	u	-14.1%
CCc1ccc(N(CC(=O)Nc2ccc(OC)cc2OC)S(C)(=O)=O)cc1	-5.9	2.3%	9.2%	i	4.8%	5.0	4.0%	-0.6%	14.1%
Cc1ccc(C)c2nc(SCC(=O)N3CCCc4ccccc43)c(C#N)cc12	-24.3	-7.1%	-14.2%	-10.6%[57.5 µM]	9.6%	2.2	11.2%	-25.6%	3.1%
Cc1csc(NC(=O)CNS(=O)(=O)c2cccs2)n1	-10.1	0.0%	3.4%	-83.7%[inhibitor]	-9.7%	-4.0	8.2%	-3.5%	-2.6%
O=S(NCc1ccccc1)C12CC3CC(CC(C3)C1)C2 (stereo not given)	-9.6	-13.8%	-4.0%	i	-0.6%	-4.0	9.9%	15.0%	-6.2%
Cc1cc(NC(=O)CSc2nc3ccccc3[nH]2)n(-c2ccccc2)n1	-1.4	3.5%	10.2%	-15.9%	-4.3%	4.1	-15.6%	u	-5.4%
CCc1cc2c(-c3ccccc3)cc(=O)oc2c2c1OCN(Cc1ccc(F)cc1)C2	x	-9.1%	x	-6.1%	6.7%	3.4	234.2%[activator]	4.0%	x
N#Cc1ccc(Oc2ccc(S(=O)(=O)N3CCCC3)cn2)cc1	-3.5	-9.7%	7.5%	i	17.0%	-15.2	-1.9%	4.3%	-2.3%
COc1ccc(NC(=O)C2CCCN(S(=O)(=O)c3cn(C)cn3)C2)cc1Cl (stereo not given)	x	6.6%	x	-7.4%	15.6%	-4.9	0.1%	x	x
O=C(c1cc(COc2c(F)cccc2F)on1)N1CCSCC1	11.7	7.6%	11.5%	-10.0%	6.9%	0.4	-6.9%	5.1%	-0.1%
Cc1ccccc1Nc1nc(N)nc(CN(C)c2ccccc2)n1	-6.4	10.2%	6.7%	i	42.0%[activator]	3.5	-0.4%	u	-1.8%
CC(C)N(Cc1ccccc1)C(=S)Nc1ccccc1F	-13.3	-11.6%	4.3%	i	u	5.3	0.0%	-8.8%	6.3%
COc1cc(/C=N/S(=O)(=O)c2ccccc2)cc(OC)c1O	6.3	10.0%	-7.6%	i	9.4%	2.3	8.3%	-1.5%	-0.5%
O=C(COC(=O)CSc1ccc2ccccc2c1)NC1CCCC1	2.0	16.3%	-1.7%	i	-16.0%	-3.1	-2.1%	3.7%	-0.4%
Cn1cnnc1SCC(=O)NNC(=O)COc1ccc(Br)cc1	13.0	1.2%	0.0%	-19.3%	-8.8%	3.1	-0.3%	-3.9%	2.5%
Nc1ncnc2c1ncn2[C@@H]1O[C@H](C(=O)NCCc2ccc(F)cc2)[C@@H](O)[C@H]1O	0.0	6.7%	-9.7%	7.8%	3.7%	-9.4	0.2%	9.3%	-5.4%
NC(=O)C1CCN(C(=O)OCc2ccccc2)CC1	0.7	-7.5%	1.2%	-5.9%[57.5 µM]	1.2%	4.0	2.0%	8.0%	-9.4%
Cc1sc(NC(=O)c2cccc(N3C(=O)CCC3=O)c2)nc1-c1ccccc1	14.3	29.1%	0.7%	-4.7%	11.5%	15.0	12.6%	0.8%	0.7%
CCOCCCNC(=O)CCCC1=NS(=O)(=O)c2ccccc2N1	25.5	14.2%	2.1%	-17.6%	-0.5%	-1.3	0.9%	14.1%	-1.7%
CC1CC(C)CN(C(=O)c2ccc3c(c2NCCO)C(=O)c2ccccc2C3=O)C1 (stereo not given)	-2.6	17.8µM*	16.9%	-15.0%	u	3.6	u	u	-0.8%
O=C(CN1CCSC1=O)N1CCN(S(=O)(=O)c2ccc(Cl)cc2)CC1	-29.4	-1.5%	10.0%	i	13.3%	-5.7	-2.1%	-27.5%	-3.6%
CCn1ncc(C2=NOC(C(=O)NCc3ccccc3)C2)c1C (stereo not given)	13.2	-19.8%	5.4%	i	-2.6%	0.1	-29.8%	u	0.0%
O=C1c2ccccc2C(=O)N1CCCc1nc(-c2cccnc2)no1	5.2	-6.5%	-9.2%	i	5.8%	-3.7	-14.8%	3.4%	-20.3%
Fc1ccccc1-c1nc(NC2CCCC2)c2ccccc2n1	-0.9	-4.4%	25.1%	-16.9%	u	1.1	0.1%	-9.2%	0.2%
O=C(c1ccco1)N1CCN(C(=O)c2cn(-c3ccccc3)nc2-c2ccccc2)CC1	-6.6	10.5%	11.0%	-19.3%	-24.2%	8.0	-30.0%	0.0%	1.1%
Cc1ccccc1-n1ncc2c1CC(C)(C)CC2NC(=O)CCC1=NNC(=O)CC1 (stereo not given)	0.0	7.1%	-5.6%	i	3.4%	4.1	-13.0%	13.3%	u
CC(C)CCNC(=O)c1ccc2nc(Cc3ccccc3)oc2c1	x	20.9%	x	-2.2%	u	8.0	0.5%	1.5%	x
CCCCCC(=O)Nc1ccc(S(=O)(=O)NC2=NCCCCC2)cc1	13.0	5.6%	-2.1%	-16.0%	-2.4%	4.4	-5.9%	2.6%	-2.2%
O=C(NCc1nnnn1-c1ccc(Cl)cc1)c1ccc2c(c1)OCO2	-11.2	20.1%	-1.6%	-20.1%	-4.0%	0.2	-4.8%	-9.7%	-6.5%
CC(OC(=O)CNC(=O)c1ccco1)C(=O)N(C)c1ccccc1 (stereo not given)	-0.7	1.2%	0.0%	i	11.8%	1.1	4.6%	-0.5%	11.4%
CCN(c1ccccc1)S(=O)(=O)c1ccc(OC)c(NC(=O)Cc2ccc(F)cc2)c1	2.7	12.6%	13.1%	-21.2%	u	-6.4	-3.6%	-9.5%	0.2%[1.84 µM]
N/C(=N\OC(=O)c1ccc(Br)cc1)c1cccc([N+](=O)[O-])c1	5.7	10µM*	0.8%	i	8.3%	1.9	4.1%	1.4%	-17.1%
CCc1ccc(C(=O)c2ccccc2C(=O)O)s1	-0.3	-1.2%	-7.5%	i	4.0%	-2.3	-4.5%	u	9.7%
CCOc1cccc(-c2ccc3nncn3c2)c1	59.9	26.1%	18.2%	-22.0%	16.4%	2.1	-0.3%	2.9%	4.2%
COc1c(Cl)cc(Cl)cc1C(=O)Nc1cccc2cccnc12	x	7.0%	6.4%	i	-6.4%	-9.7	1.0%	-0.5%	-2.6%
Cc1c(C(=O)Nc2ccc(Nc3ccccc3)cc2)cccc1[N+](=O)[O-]	0.0	21.2%	-0.5%	-39.3%[inhibitor]	u	-9.3	-24.6%	-14.5%	-8.1%
COc1cccc(-c2nn(C)c3sc(C(=O)NCc4ccco4)cc23)c1	-3.6	16.8%	3.0%	23.7%	u	0.0	-3.1%	-29.9%	25.2%
NC(=O)CC(NC(=O)c1ccc(Br)cc1)c1ccc(N2CCCCCCC2)c([N+](=O)[O-])c1 (stereo not given)	u	-0.1%	-0.3%	-25.5%	u	-56.5	8.0%	17.1%	-0.5%
S=C1NC2=C(CCCC2)C2(CCCCC2)N1	0.0	0.0%	-1.1%	-15.3%[57.5 µM]	-21.1%	-16.9	-22.5%	0.1%	0.2%
c1ccc2c(NC3=NCCCCS3)cccc2c1	u	-17.8%	-3.4%	i	u	0.4	-14.3%	-10.6%	2.2%
COc1ccc(OC)c(N=Cc2c(O)c3ccccc3oc2=O)c1	-7.2	2.7%	-3.8%	i	4.2%	-0.8	-5.7%	12.8%	0.0%
CCCc1nc(SCC(=O)c2ccc(OC)cc2)c2ccccc2n1	36.3	-13.6%[0.397 µM]	u	-20.0%	u	33.5*	4.0%	-15.9%	12.8%
O=C(CC1SC(=O)N(Cc2ccccc2Cl)C1=O)Nc1nccs1 (stereo not given)	-7.2	-10.0%	8.8%	-20.0%	-24.6%	-0.7	-3.2%	-6.3%	0.2%
Cc1cc(NC(=O)Cc2ccccc2)ccc1NC(=O)c1cccs1	-5.5	x	-3.2%	-20.9%	-4.8%	6.0	-7.2%	-8.9%	-4.6%
O=S(=O)(N/N=C1/CCCc2ccccc21)c1ccc(Br)cc1	-25.8	3.0%	3.5%	i	u	-3.1	4.8%	-0.4%	2.0%
Cc1c(/C=N/n2cnnc2)c2ccccc2n1CCOc1ccc(Cl)cc1	16.5	3.9%	12.0%	-8.9%[57.5 µM]	64.5%[activator]	7.7	2.9%	u	-3.7%
CC(=O)Nc1sc(C)c(C)c1CN1CCN(Cc2ccccc2)CC1	-13.8	-24.0%	0.0%	i	8.4%	0.6	5.0%	-26.6%	-2.9%
COC(=O)c1ccccc1NC(=O)N1CCc2c(sc3c2CCCC3)C1c1ccc(F)cc1 (stereo not given)	x	-0.7%	x	i	0.9%	-7.2	-1.2%	u	x
O=[N+]([O-])c1ccc(N2CCOCC2)cn1	20.6	-5.3%	-2.9%	i	5.4%	3.1	-23.6%	-15.4%	-2.8%
CC(=O)c1ccc(Nc2nc(C(N)c3ccccc3Cl)cs2)cc1 (stereo not given)	0.0	-19.0%	-5.9%	4.0%	-8.9%	-11.0	-5.7%	u	-1.8%

# Three entries from above, arranged by molar mass, rising:
SMILES	DRD3 antagonist	TDP43 rescue	GLP1R ag	PTHR1 ag	GLP-1R inv ag	D3 ag	HEK293 tox	KB-V1 cytotox	aSyn yeast inh
CCOc1cccc(-c2ccc3nncn3c2)c1	59.9	26.1%	18.2%	-22.0%	16.4%	2.1	-0.3%	2.9%	4.2%
CC(C)N(Cc1ccccc1)C(=S)Nc1ccccc1F	-13.3	-11.6%	4.3%	i	u	5.3	0.0%	-8.8%	6.3%
CC(=O)Nc1sc(C)c(C)c1CN1CCN(Cc2ccccc2)CC1	-13.8	-24.0%	0.0%	i	8.4%	0.6	5.0%	-26.6%	-2.9%

# From PubChem
